Screening data from PubChem BioAssay.
12-hLO inh: blocks human 12-lipoxygenase activity; 150,000 tested, 0.12% active; Potency, µM (titrated, usually from 57.1 µM), without a hit: top-dose activity change, negative = inhibition, hits mostly inhibitors; purified 12-hLO, xylenol orange hydroperoxide absorbance; P18054; further: potency means the concentration at half of the fitted maximal effect; nearly all actives have a fitted effect of over 55% in size; many of its hits are not listed in these tables
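Hydroperoxide formation by human 12-lipoxygenase from 40 uM arachidonic acid was followed colorimetrically via ferric-xylenol orange complex, using the 573/405 nm absorbance ratio. Enzyme concentration was 150 nM, with 30 min reaction at room temperature.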
15-hLO-2 inh: blocks human 15-lipoxygenase 2 activity | Potency, µM (highest dose often 57.1 µM), for inactives: top-dose activity change, negative = inhibition, usual class: inhibitors | purified 15hLO-2, xylenol orange hydroperoxide absorbance | 110,000 tested, 0.56% active; further: potency means the concentration at half of the fitted maximal effect; nearly all actives have a fitted effect of over 60% in size; many of its hits are not listed in these tables
Target sequence (O15296 whole entry, looked up): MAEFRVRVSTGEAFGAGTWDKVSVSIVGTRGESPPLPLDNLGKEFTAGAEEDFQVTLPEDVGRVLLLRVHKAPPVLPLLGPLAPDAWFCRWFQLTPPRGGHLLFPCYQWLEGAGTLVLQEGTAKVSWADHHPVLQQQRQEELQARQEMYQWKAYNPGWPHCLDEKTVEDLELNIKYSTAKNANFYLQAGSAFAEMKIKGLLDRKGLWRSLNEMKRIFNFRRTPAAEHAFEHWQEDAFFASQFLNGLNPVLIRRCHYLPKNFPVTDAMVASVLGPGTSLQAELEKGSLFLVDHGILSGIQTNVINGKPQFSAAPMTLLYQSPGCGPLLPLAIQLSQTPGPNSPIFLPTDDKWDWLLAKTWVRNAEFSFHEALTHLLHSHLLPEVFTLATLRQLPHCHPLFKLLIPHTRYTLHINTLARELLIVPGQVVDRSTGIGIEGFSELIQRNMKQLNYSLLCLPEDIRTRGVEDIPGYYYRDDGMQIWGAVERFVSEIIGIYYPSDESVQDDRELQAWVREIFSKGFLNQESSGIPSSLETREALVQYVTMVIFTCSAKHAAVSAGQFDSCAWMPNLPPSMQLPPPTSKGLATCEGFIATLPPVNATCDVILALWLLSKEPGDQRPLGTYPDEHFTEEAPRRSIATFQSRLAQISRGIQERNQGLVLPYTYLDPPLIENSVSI
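Enzyme 50 nM, AA 45 uM, 25 mM Hepes pH 7.5 + 0.01% Triton X-100; cpd preinc 15 min RT, rxn 90 min RT; stop/detect with 200 uM XO + 300 uM Fe(II) in 50 mM H2SO4, 30 min; A573/A405.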
PNC assembly inh: perinucleolar compartment assembly inhibition; PC3M PTB-GFP, PNC prevalence imaging, 16 h; hits give low values; activity change (PNC), negative = inhibition, % at 10 µM; 140,000 tested, 3.1% active;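 active means readout at or below -70, meaning at least 70% loss of cells showing the perinucleolar compartment, a nuclear body marking cancer cells; inconclusive means readout between -30 and a set limit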;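 further: plate controls were DMSO wells for no effect and camptothecin positive control wells for full effect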
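PC3M cells stably expressing PTB-GFP, 750–1000 cells/well, treated 16 h at 37 °C with compound (23 nl of library stock), in duplicate. After paraformaldehyde fixation and Hoechst stain, imaged at 20x; PNC prevalence scored by image analysis.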
IMPase cell inh: IMPase inhibition in cells; CHO-M1 cells, IP1 accumulation, HTRF TR-FRET ratio; inhibition (IP1 accumulation), % at 46.1 µM; 120,000 tested, under 10 active; active means well fitted curve in the direction sought with a large enough effect in the signal ratio, not every such curve was filed as active; inconclusive means small, poorly fitted or top-dose-only effect, or a change in a side signal; inactive means no such curve, though single readings can be large or run the other way; the % refers to the signal ratio;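 further: cells stimulated with carbachol in lithium chloride buffer; plate controls were DMSO basal wells for no effect and reference inhibitor wells for full effect; higher means more IMPase inhibition seen as more IP1 and lower FRET ratio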
Target sequence (P97697 whole entry, looked up): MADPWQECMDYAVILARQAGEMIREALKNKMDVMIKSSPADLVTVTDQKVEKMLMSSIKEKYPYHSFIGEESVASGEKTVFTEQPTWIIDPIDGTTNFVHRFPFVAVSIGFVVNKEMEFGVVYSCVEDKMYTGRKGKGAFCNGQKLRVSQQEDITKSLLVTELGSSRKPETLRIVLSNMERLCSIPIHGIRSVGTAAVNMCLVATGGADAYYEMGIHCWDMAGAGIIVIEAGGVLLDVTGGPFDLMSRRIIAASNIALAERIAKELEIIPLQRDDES
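CHO-M1 cells (CHO stably expressing M1 receptor), compound up to 46 uM final, stimulated with carbachol (50 uM as added) in buffer with 50mM LiCl, pH 7.4, 30 min at 37C. Cytosolic IP1 read by TR-FRET; AC50 from Hill fits.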
An asterisk follows results filed as active; ? = inconclusive; . = not tested or not shown; & = joins results of further samples; [ ] = another dose, or the depositor's remark. Unless noted, the call rests on the fitted dose curve; in most records, active means well fitted curve in the direction sought with a large enough effect; inconclusive means small, poorly fitted or top-dose-only effect, or another doubt; inactive means no such curve, though single readings can be large; an effect the other way counts as inactive or inconclusive. Unless noted, on the % scale 0 is the no-effect control and ±100 the full control effect. The list is partial, so the mix of outcomes need not match the whole.

SMILES | 12-hLO inh | 15-hLO-2 inh | PNC assembly inh | IMPase cell inh
CN(C)c1ccc(N=Nc2ccccc2C(=O)OCC(=O)N2CCCCCC2)cc1 | -1% | . | ? | .
CCOc1ccc(S(=O)(=O)N2CCN(c3ccc(C)cc3C)CC2)cc1 | -1% | -4% | -1 | -6
CNCc1ccccc1OCC(=O)Nc1ccccc1 | -1% | 7% | ? | -6
COc1ccc(NC(=O)Cn2nnc(-c3ccccc3NC(=O)c3cccs3)n2)cc1 | -5% | -6% | ? | 2
Cc1ccc2nsnc2c1NC(=O)c1cccnc1Cl | 2% | . | 34 | .
CC1(C)OC(=O)C(=CNCC(=O)NCC(=O)O)C(=O)O1 | 3% | 5% | 21 | 5
CCOC(=O)C(=O)/C(C#N)=C/Nc1ccc(Cl)cc1 | 8% | 0% | 21 | -2
CC(C)=C(NC(=O)c1ccccc1)C(=O)N/N=C/c1ccc(O)cc1 | -2% | . | ? | .
CC(=O)c1ccc2c(c1)N(CCCN1CCC(CCO)CC1)c1ccccc1S2 | -7%[25.6 µM] | 31%[activator][25.6 µM] | . | 4[20.6 µM]
CCOC(=O)Cc1csc(NC(=S)NC(=O)C(C)(C)C)n1 | 0% | . | -26 | .
CCN(CC)C(=O)c1cnn(-c2ccccc2)c1NC(=O)c1ccccc1F | 1% | . | -28 | 4
CCCc1nnc(NC(=O)c2ccc(N3C(=O)C4C5C=CC(C5)C4C3=O)cc2)s1 (stereo not given) | 5% | -10% | 3 | 4
COC(=O)C1(Cc2ccccc2)NC(c2ccccc2C)C2C(=O)N(c3ccc4c(c3)OCO4)C(=O)C21 (stereo not given) | -1% | . | 0 | ?
Cc1c(C(=O)Nc2cccc(Cl)c2)cn2c(nc3ccccc32)c1C#N | 5% | . | -17 | .
CCc1ccc(NC(=O)N(CCCN2CCOCC2)Cc2cccs2)cc1 | 1% | 18% | 7 | 5
COc1cc2c(c(OC)c1OC)C(c1ccc(O)cc1)CC(=O)O2 (stereo not given) | -2%[0.00818 µM] | -7%[0.0915 µM] | . | .
Cc1cccc2sc(NC(=O)CCNS(=O)(=O)c3cccc4nonc34)nc12 | -5% | 5% | 35 | 4
CN1CCN(NC(=O)c2ccc(F)cc2)CC1 | 0% | -2% | 69 | 7
Oc1ccccc1C1=Nc2ncnn2C(c2ccc(F)cc2)C1 (stereo not given) | -9% | -30% | 19 | 5
CC1SC(c2cccc(Cl)c2)NC1=O (stereo not given) | 2% | -17% | -10 | ?

Shown as labelled records: part of the list above
structure: Oc1ccccc1C1=Nc2ncnn2C(c2ccc(F)cc2)C1 (stereo not given)
  12-hLO inh: -9%	15-hLO-2 inh: -30%	PNC assembly inh: 19	IMPase cell inh: 5

structure: COc1cc2c(c(OC)c1OC)C(c1ccc(O)cc1)CC(=O)O2 (stereo not given)
  12-hLO inh: -2%[0.00818 µM]	15-hLO-2 inh: -7%[0.0915 µM]	PNC assembly inh: .	IMPase cell inh: .

structure: Cc1cccc2sc(NC(=O)CCNS(=O)(=O)c3cccc4nonc34)nc12
  12-hLO inh: -5%	15-hLO-2 inh: 5%	PNC assembly inh: 35	IMPase cell inh: 4

structure: CN(C)c1ccc(N=Nc2ccccc2C(=O)OCC(=O)N2CCCCCC2)cc1
  12-hLO inh: -1%	15-hLO-2 inh: .	PNC assembly inh: ?	IMPase cell inh: .

(listing goes on)
SMILES | 12-hLO inh | 15-hLO-2 inh | PNC assembly inh | IMPase cell inh
CC(=O)N[C@@H](CC(=O)O)C(=O)O | -3%[25.6 µM] | 2%[25.6 µM] | . | 2[20.6 µM]
O=C(OCCCN=C1NS(=O)(=O)c2ccccc21)c1ccccc1F | -4% | -5% | -24 | 9
CCP(=O)(c1ccccc1)C(C)(C)O (stereo not given) | -6% | 5% | 24 | -6
CC(=O)N(C)C1=C(N2CCOCC2)C(=O)c2ccccc2C1=O | -6% | -12% | ? | 26
COc1cc2[nH]c(-c3cccc(F)c3)cc(=O)c2cc1OC | -2% | . | -14 | .
COc1ccc(/C(C)=N/OCC(=O)N=Nc2c(O)[nH]c3ccc(Br)cc23)cc1 | 2% | . | -8 | .
CCOc1ccc(S(=O)(=O)N/N=C2/CC(c3ccccc3)Oc3ccccc32)cc1 (stereo not given) | -3% | ? | 1 | 0
COc1ccccc1-n1c(CCn2nc(C)c(Br)c2C)n[nH]c1=S | 1% | . | ? | .
COc1ccc(OC)c(S(=O)(=O)N2CCC(C(=O)Nc3cccc(C)c3C)CC2)c1 | -5% | 11% | 18 | 1
S=C(NCC1CCCO1)Nc1ccc(Cl)cc1Cl (stereo not given) | 3% | . | ? | .
CCNC(=O)CC1C(=O)N(c2cccc(OC)c2)C(=O)N1CCOC (stereo not given) | 4% | 2% | 14 | -10
O=c1c2c(ncn2C2CCCC2)n(Cc2ccccc2)c(=O)n1CCOc1ccc(Br)cc1 | -10% | . | ? | 8
Cc1csc(SCC(=O)Nc2ccc(Cl)cn2)n1 | -3% | -13% | ? | 6
O=C(O)NCC1CCCCC1 (tested in a mixture with another compound) | 2%[11.4 µM] | -6%[11.4 µM] | . | .
O=C(Nc1ccc(Cl)cc1)ON=C1CCCC1 | -1% | . | -27 | .
COc1ccc(C(=O)OC/C(O)=C(\C#N)c2nc3ccccc3[nH]2)cc1S(=O)(=O)N1CCOCC1 | 5% | . | -16 | .
COC(=O)C1=C(CSc2nccn2C)NC(=O)NC1c1cc(C)ccc1C (stereo not given) | 4% | 0% | 40 | -11
Cc1cc(C)cc(N2C(=O)CN(Cc3sccc3C)C2=S)c1 | -2% | . | -28 | .
CSc1nccn1CC(=O)Nc1ccc(F)cc1 | 6% | . | 56 | 3
CCOC(=O)c1cc(-c2ccccc2)sc1NC(=O)C(C)Sc1nnc(N)s1 (stereo not given) | -8% | . | -9 | .
O=C(CN1C(=O)CCC1=O)Nc1nc(-c2ccc(Cl)s2)cs1 | -6% | . | ? | .
Cc1ccc(N2CCN(CCc3nc4cc(NC(=O)c5ccco5)ccc4n3C)CC2)cc1 | 6% | 51%[activator] | -27 | 21
CC(OC(=O)CN(C)S(=O)(=O)c1ccc(Cl)cc1)C(=O)Nc1cccc(Cl)c1 (stereo not given) | -9% | 11% | 97 | 8
Cc1nc2cc3ccccc3cc2n1C | -4% | . | 24 | .
Cc1cccc(NC(=S)NCC(c2cccnc2)N(C)C)c1C (stereo not given) | -1% | . | ? | 6
COC(=O)[C@@H]1C[C@H]1[C@@H](NC(=O)c1cccnc1)c1ccccc1 | -3% | 4% | . | .
Cc1cc(C(=O)CSc2nnc(Nc3ccccc3F)s2)c(C)n1CC1CCCO1 (stereo not given) | -4% | -8% | -6 | 19
CCN(CC)c1ccc(C=Nc2ccccc2C)c(O)c1 | -7% | . | 8 | .
O=C(N/N=C/c1cn[nH]c1-c1ccc(F)cc1)c1ccncc1 | 1% | . | 21 | .
O=C(CCN1C(=O)c2cccc3cccc(c23)C1=O)N1CCN(Cc2ccc3c(c2)OCO3)CC1 | 3% | -4% | 5 | 17
O=C(CSc1nnc(-c2ccc(F)cc2)o1)N1CCN(C(=O)c2ccco2)CC1 | -2% | -7% | -14 | -4
Nc1ccc(C(=O)OCC(=O)N2CCOCC2)cc1[N+](=O)[O-] | 0% | . | -4 | -1
CCOC(=O)c1ccc(OCC(=O)c2ccc(O)cc2O)cc1 | -6% | -13% | -28 | -3
CN(Cc1ccco1)c1ncnc2ccc(-c3cccnc3)cc12 | 2% | -2% | . | .
Cc1[nH]c2ccccc2c1C(=O)COC(=O)C1CCC(=O)N1 (stereo not given) | 1% | -6% | 18 | -5
Cn1cnnc1Sc1nc2ccccc2nc1NS(=O)(=O)c1ccccc1 | -2% | -5% | ? | ?
COC(=O)CCC(=O)c1oc2ccccc2c1NC(=O)CCCN1C(=O)c2ccccc2C1=O | -1% | 8% | 0 | 1
O=C(NC1CCCc2ccccc21)C1CCC(CNS(=O)(=O)c2cccc3nsnc23)CC1 (stereo not given) | 4% | 9% | -1 | 1
COc1ccc(/C=C2\CCCC3C2=NN(C(=O)c2scnc2C)C3c2ccc(OC)cc2)cc1 (stereo not given) | -3% | 9% | 15 | 9
COc1ccc(C(=O)NC2CCN(C(=S)Nc3cccc(C)c3)CC2)cc1 | -7% | -18% | -14 | 9
O=C(Cn1nnc2c(cnn2-c2ccc(F)cc2)c1=O)OC1CCCCC1 | -11% | -2% | 13 | -2
CCCCOc1ccccc1NC(=O)CC1SC(=NCC)N(CC)C1=O (stereo not given) | -3% | -3% | ? | 5
Cc1ccc(-n2nc3cc(C)c(NC(=S)NC(=O)/C=C/c4ccco4)cc3n2)cc1 | -5% | . | -28 | .
COc1cccc(C=Nc2ccccc2C(=O)Nc2nccs2)c1OC | 4% | 12% | 11 | -7
CCOC(=O)c1[nH]c2ccccc2c1NC(=O)CN1CCCCC1 | -3% | 4% | 8 | -6
COc1ccc(-n2nc(C(=O)NCc3ccco3)c3c4ccccc4n(C)c3c2=O)cc1Cl | 3% | -3% | 39 | 2
COc1ccc(OC)c(NC(=O)c2nnn(Cc3ccc(Br)cc3F)c2N)c1 | -5% | -17% | -26 | -2
COc1ccc(Oc2nc(Oc3ccc(OC)cc3)nc(Oc3ccc(OC)cc3)n2)cc1 | -3% | 6% | 17 | -5
C/C=C/c1ccc(OCCn2cncn2)c(OC)c1 | -14% | -11% | ? | -2
CCOc1ccccc1C(=O)Nc1cccc(-c2nnc(-c3ccccc3)o2)c1 | 0% | -15% | 18 | ?
CC(C)[C@@H](C(=O)NCC1CCC(C(=O)O)CC1)n1nnc2ccccc2c1=O (stereo not given in full) | 2% | -1% | -13 | 1
Cc1cc(-c2csc(NC(=O)c3cccc(S(=O)(=O)N(C)C)c3)n2)c(C)n1-c1ccccc1 | 0% | . | 25 | .
CCc1cccc(CC)c1NC(=S)NCCc1c(C)[nH]c2ccccc12 | ? | . | -14 | .
O=C(Nc1cc(C(F)(F)F)ccc1F)C1CCCC1 | 3% | . | 43 | 10
C=CCn1c(=N)n(CC(O)c2ccco2)c2ccccc21 (stereo not given) | 4% | 4% | 18 | 1
COC(=O)[C@@]1(Cc2ccc(F)cc2)[C@H]2c3cc(C(=O)N(C)C)n(C)c3C[C@H]2CN1C(=O)c1ccccc1 | -5% | 3% | . | .
O=C(COc1ccc(Br)cc1)N1CCN(S(=O)(=O)/C=C/c2ccccc2)CC1 | -1% | . | 48 | 8
CCOc1ccc(NC(=O)C(CC)NC(=O)c2ccccc2CO)cc1 (stereo not given) | 0% | 2% | 26 | -3
Cn1ncc(Br)c1C(=O)Nc1ccc(Cl)cn1 | 1% | 4% | ? | 4
CCOc1cc(N2CCOCC2)c(OCC)cc1NC(=O)CSc1cccc[n+]1[O-] | 3% | 1% | ? | 2

(further entries)
SMILES | 12-hLO inh | 15-hLO-2 inh | PNC assembly inh | IMPase cell inh
CCn1c(SCC(=O)Nc2nc3ccc(C)cc3s2)nc2c(c1=O)SC(C)C2 (stereo not given) | -14% | 43%[activator] | 66 | 7
CC(=O)c1c(C)n(C)c2ccc(OC(=O)c3ccco3)cc12 | 4% | -6% | ? | -1
CO[C@]1(NC(=O)C(C(=O)O)c2ccc(O)cc2)C(=O)N2C(C(=O)O)=C(CSc3nnnn3C)COC21 (stereo not given in full) | -4% | 23% | . | .
O=S(=O)(NCC1CCCO1)c1cccc(C(F)(F)F)c1 (stereo not given) | -3% | 2% | 28 | -9
COCCNC(=O)COC(=O)/C=C/c1cnc2ccccc2n1 | 8% | -7% | ? | 6
N#CCCC12CCCCC1=Nc1ccccc12 (stereo not given) | -5% | 0% | -1 | 11
CCN(CC)c1nc2ccccc2nc1C(C#N)C(=O)NCCc1ccccc1 (stereo not given) | -10% | 3%[2.29 µM] | ? | -2
COc1cccc(NC(=O)Nc2cc(C)ccc2F)c1 | -1% | 5% | 58 | 4
Cc1c(NC(=O)NCc2ccccc2)c(=O)n(-c2ccccc2)n1C | -2% | -2% | -7 | 0
CC(C)c1ccc2c(c1)c(SC(C)(C)C)c(CC(C)(C)C(=O)O)n2Cc1ccc(Cl)cc1 | 13%&-18% | 1% | . | 2&10
